TcdB GH inh – TcdB glycohydrolase inhibitors, primary screen, biochemical, single point, plate reader; inhibition, % at 9.99 µM; Toxin B (Clostridioides difficile), P18177; TcdB glycohydrolase enzymatic assay; actives 0.24% (n = 350,000); in the data active = inhibition above about 10%
Numbers without * were called inactive; & = joins results of further samples. A portion of the library, so the mix of outcomes need not match the whole.

SMILES | TcdB GH inh
CCNC(=O)[C@@H]1[C@@H](CO)[C@@H]2Cn3c(ccc(-c4ccc(F)cc4)c3=O)[C@@H]2N1Cc1ccccc1F | 1.7
COc1ccc(-c2ccc3c(c2)[C@@H]2[C@@H](CCN2C(=O)NC(C)C)[C@H](CO)N3C)cc1 | 6.7
CC(=O)N1CC[C@@H]2[C@H]1c1cc(-c3cccc(F)c3)ccc1N(C)[C@H]2CO | 3.1
CO[C@H]1CN(C)C(=O)c2cc(NC(=O)Nc3ccccc3F)ccc2OC[C@@H](C)N(CC2CC2)C[C@H]1C | -0.2
CCCC(=O)N1C[C@H]2[C@@H](c3ccccc31)[C@@H](CO)N2C(=O)Nc1ccc(F)cc1 | 1.7
Cc1noc(C)c1C(=O)N(C)C[C@H]1OCc2ccccc2-c2ccccc2C(=O)N([C@@H](C)CO)C[C@@H]1C | -0.5
C[C@H]1CN([C@@H](C)CO)C(=O)c2cc(C#Cc3cccc(F)c3)cnc2O[C@H]1CN(C)C(=O)C1CC1 | -1.4
C[C@H]1CN([C@@H](C)CO)C(=O)c2cccc(NC(=O)C3CCCCC3)c2O[C@@H]1CN(C)C(=O)Nc1ccccc1 | -2.5
CCC(=O)N1CC[C@@H]2[C@H]1c1cc(C#Cc3ccc(OC)cc3)ccc1N[C@@H]2CO | 1.2
COc1ccccc1NC(=O)N[C@H]1CC[C@@H](CCn2cc(-c3ccccc3)nn2)O[C@@H]1CO | 0.6
CCS(=O)(=O)N1CCCCN2[C@H](C1)[C@H](c1ccc(-c3cccc(C#N)c3)cc1)[C@@H]2CO | -6.1
COc1ccc2c3c(n(C)c2c1)[C@@H](CO)N(C(=O)NC(C)C)CC31CN(CC2CCOCC2)C1 | 0.7
C[C@@H]1CCCCO[C@@H](CN(C)C(=O)Nc2ccccc2)[C@@H](C)CN([C@H](C)CO)C(=O)c2cc(NC(=O)c3ccncc3)ccc2O1 | -0.8
CN(C)c1ccc2c(c1)[C@@H]1C[C@@H](CC(=O)NCc3ccncc3)O[C@@H](CO)[C@@H]1O2 | -37
C[C@@H]1CN([C@@H](C)CO)C(=O)c2cc(NC(=O)CCC(F)(F)F)ccc2O[C@@H](C)CCCCO[C@@H]1CN(C)Cc1ccc(C(=O)O)cc1 | 0.6
COCC(=O)Nc1ccc2c(c1)[C@H]1C[C@H](CC(=O)NCc3ccc4c(c3)OCO4)O[C@H](CO)[C@H]1O2 | -0.6
C[C@@H]1CN([C@H](C)CO)C(=O)c2cc(NC(=O)C3CCCCC3)ccc2O[C@@H](C)CCCCO[C@H]1CN(C)S(=O)(=O)c1ccccc1 | 0.3
C[C@H]1CN([C@@H](C)CO)C(=O)Cc2cc(NC(=O)Nc3ccccc3)ccc2O[C@@H]1CN(C)C(=O)Nc1ccccc1 | 0.6
C[C@@H]1CN([C@H](C)CO)C(=O)c2cc(NC(=O)c3ccncc3)ccc2O[C@@H](C)CCCCO[C@@H]1CN(C)CC1CC1 | -0.6
CCC(=O)N1CC2(C1)[C@H](c1ccccc1)[C@H](CO)N2Cc1cc(F)ccc1F | -4.9

Part of the list above in another layout.
> C[C@@H]1CN([C@H](C)CO)C(=O)c2cc(NC(=O)C3CCCCC3)ccc2O[C@@H](C)CCCCO[C@H]1CN(C)S(=O)(=O)c1ccccc1
  TcdB GH inh = 0.3

> CN(C)c1ccc2c(c1)[C@@H]1C[C@@H](CC(=O)NCc3ccncc3)O[C@@H](CO)[C@@H]1O2
  TcdB GH inh = -37

> COc1ccc2c3c(n(C)c2c1)[C@@H](CO)N(C(=O)NC(C)C)CC31CN(CC2CCOCC2)C1
  TcdB GH inh = 0.7

(continued)
SMILES | TcdB GH inh
C[C@@H]1CN([C@@H](C)CO)C(=O)Cc2cc(NC(=O)CCN3CCOCC3)ccc2O[C@H]1CN(C)Cc1ccc(Oc2ccccc2)cc1 | -1.5
C[C@@H]1CN([C@@H](C)CO)S(=O)(=O)c2ccc(C#C[C@@H](C)O)cc2O[C@H]1CN(C)C(=O)CC1CC1 | -0.7
O=C(Cc1ccccc1)N1C[C@@H]2[C@H](c3ccccc31)[C@H](CO)N2C(=O)c1cccc(F)c1 | -0.7
C[C@H]1CN([C@@H](C)CO)C(=O)Cc2cc(NC(=O)CCN3CCOCC3)ccc2O[C@H]1CN(C)Cc1ccc(Oc2ccccc2)cc1 | -0.1
Cc1ccc(S(=O)(=O)Nc2ccc3c(c2)CC(=O)N([C@@H](C)CO)C[C@@H](C)[C@@H](CN(C)C)O3)cc1 | -0.5
C[C@@H]1CN([C@@H](C)CO)S(=O)(=O)c2ccc(C#CC3CC3)cc2O[C@@H]1CN(C)Cc1ccncc1 | 1.0
COc1ccc(S(=O)(=O)N(C)C[C@@H]2Oc3ccc(NC(=O)Nc4ccc(F)cc4)cc3C(=O)N([C@H](C)CO)C[C@H]2C)cc1 | 0.8
COc1ccc(S(=O)(=O)N(C)C[C@@H]2Oc3c(cccc3N(C)C)C(=O)N([C@H](C)CO)C[C@@H]2C)cc1 | 0.1
Cc1noc(C)c1S(=O)(=O)Nc1ccc2c(c1)C(=O)N([C@@H](C)CO)C[C@H](C)[C@@H](CN(C)Cc1ccc(Cl)c(Cl)c1)O2 | -0.4
CCS(=O)(=O)Nc1ccc2c(c1)C(=O)N(C)C[C@H](OC)[C@H](C)CN[C@H](C)CO2 | 0.0
CCCN(C)C[C@@H]1Oc2ncc(-c3cccc(C(=O)N(C)C)c3)cc2C(=O)N([C@@H](C)CO)C[C@H]1C | 0.9
CCCNC(=O)Nc1ccc2c(c1)C(=O)N(C)[C@H]1CC[C@H](CC(=O)Nc3cccc(C)c3)O[C@@H]1CO2 | 0.1
CN1C(=O)c2cc(NC(=O)c3ccc(C(F)(F)F)cc3)ccc2OC[C@@H]2O[C@H](CC(=O)NC3Cc4ccccc4C3)CC[C@H]21 | -1.0
C[C@H](CO)N1C[C@H](C)[C@H](CN(C)C(=O)C2CCC2)Oc2cc(C#CCN(C)C)ccc2S1(=O)=O | -0.2
CO[C@H]1CN(C)C(=O)c2cc(NC(=O)c3cnccn3)ccc2OC[C@@H](C)NC[C@H]1C | -0.4
CN(C)CC(=O)N[C@H]1CC[C@H](CCNC(=O)Nc2ccc(F)cc2)O[C@H]1CO | 1.7
C[C@@H]1CN([C@H](C)CO)C(=O)CCCn2cc(nn2)CO[C@@H]1CN(C)Cc1ccncc1 | -0.3
O=C(C[C@@H]1CC[C@H]2NC[C@H](O)COC[C@@H]2O1)NCCc1ccccc1 | 0.7
C[C@H]1CN([C@@H](C)CO)C(=O)c2cc(NC(=O)Nc3cccc4ccccc34)ccc2O[C@@H]1CN(C)Cc1ccccc1 | -0.3
CC(C)CC#Cc1cnc2c(c1)C(=O)N([C@@H](C)CO)C[C@@H](C)[C@@H](CN(C)C(=O)CN1CCOCC1)O2 | 0.6
C[C@@H]1CN([C@H](C)CO)C(=O)c2cccc(N(C)C)c2O[C@H]1CN(C)C(=O)Nc1ccccc1 | 0.4
CN1CCN(C(=O)C[C@H]2C[C@H]3c4cc(NC(=O)Nc5ccc(C(F)(F)F)cc5)ccc4O[C@H]3[C@H](CO)O2)CC1 | 1.2
CO[C@H]1CN(C)C(=O)c2cc(NC(=O)Nc3ccccc3F)ccc2OC[C@H](C)N(C)C[C@@H]1C | -0.2
C[C@H](CO)N1C[C@H](C)[C@H](CN(C)Cc2ccc(F)cc2)Oc2ncc(C#CCN(C)C)cc2C1=O | -0.5
Cc1noc(C)c1NC(=O)Nc1ccc2c(c1)C(=O)N([C@@H](C)CO)C[C@@H](C)[C@H](CN(C)C(=O)C1CCCCC1)OCCCC[C@@H](C)O2 | 0.3
COc1ccc2c3c([nH]c2c1)[C@H](CO)N(C(=O)Nc1ccc(F)cc1)CC31CN(C(=O)Cc2ccncc2)C1 | 0.4
COCC(=O)N1[C@H](C#N)[C@H](c2ccccc2-c2cccc(OC)c2)[C@H]1CO | 1.2
C[C@H]1CN([C@@H](C)CO)C(=O)c2cc(C3=CCCCC3)cnc2O[C@@H]1CN(C)C(=O)Nc1cccc(F)c1 | 0.0
COc1ccccc1NC(=O)N[C@H]1CC[C@H](CCn2cc(-c3ccccc3)nn2)O[C@@H]1CO | 1.2
Cc1cccc(S(=O)(=O)N[C@H]2CC[C@@H](CCNC(=O)Nc3cc(F)ccc3F)O[C@@H]2CO)c1 | -1.3
CN(C)C(=O)c1cccc(-c2ccc(C3[C@@H]4CN(S(=O)(=O)c5ccc(F)cc5)C[C@H]3N4)cc2)c1 (stereo partly specified) | -1.0&0.0
O=C(C[C@@H]1CC[C@@H]2[C@H](COC[C@H](O)CN2Cc2ccc(Cl)cc2)O1)Nc1nccs1 | 1.5
O=C(CN1CCOCC1)N1[C@@H](CO)[C@@H]2c3ccccc3NC[C@@H]21 | -0.5
O=C(Nc1ccc(F)cc1)N[C@H]1CC[C@H](CC(=O)N2CCOCC2)O[C@H]1CO | 0.6
O=C(NC1CCCCC1)[C@@H]1[C@@H](CO)[C@@H]2Cn3c(cccc3=O)[C@@H]2N1CC1CCCCC1 | 1.1
C[C@@H]1CN([C@H](C)CO)C(=O)c2cc(NC(=O)Nc3ccccc3)ccc2O[C@@H]1CN(C)S(=O)(=O)c1cccs1 | -1.7
C[C@@H]1CN([C@@H](C)CO)C(=O)c2cc(/C=C/c3ccccc3)cnc2O[C@@H]1CN(C)S(=O)(=O)c1ccccc1 | 0.2
CCCNC(=O)N1CCC2(CC1)CN(C(=O)CCC)[C@H](CO)c1[nH]c3cc(OC)ccc3c12 | -2.0
C[C@H]1CN([C@@H](C)CO)C(=O)Cc2cc(NC(=O)Cn3cnnn3)ccc2O[C@@H]1CN(C)CC1CCCCC1 | 1.6
COc1ccc2c3c(n(C)c2c1)[C@@H](CO)N(Cc1nccs1)CC31CN(C(=O)CN(C)C)C1 | -0.1

Already shown: an excerpt of the list.
SMILES | TcdB GH inh
C[C@H]1CN([C@@H](C)CO)C(=O)Cc2cc(NC(=O)Cn3cnnn3)ccc2O[C@@H]1CN(C)CC1CCCCC1 | 1.6
COc1ccc2c3c(n(C)c2c1)[C@@H](CO)N(Cc1nccs1)CC31CN(C(=O)CN(C)C)C1 | -0.1

(cont.)
SMILES | TcdB GH inh
OC[C@@H]1[C@H](c2ccc(Br)cc2)[C@@H]2CN(Cc3cncnc3)CCCCN12 | -2.5
C[C@H](NC(=O)N(C)C[C@@H]1OCc2ccccc2-c2ccccc2C(=O)N([C@@H](C)CO)C[C@H]1C)c1ccccc1 | 0.6
C[C@@H]1CN([C@H](C)CO)C(=O)Cc2cc(NC(=O)CCN3CCOCC3)ccc2O[C@@H]1CN(C)CC1CC1 | -0.5
CCCNC(=O)C[C@H]1CC[C@@H]2[C@H](COC[C@H](O)CN2C(=O)c2cccnc2)O1 | -0.3
Cc1noc(C)c1NC(=O)N(C)C[C@H]1Oc2ccc(NC(=O)NC3CCCCC3)cc2C(=O)N([C@@H](C)CO)C[C@H]1C | 1.5
C[C@H]1CN([C@@H](C)CO)C(=O)c2cc(NS(=O)(=O)c3cccs3)ccc2O[C@@H]1CN(C)Cc1ccc(C(=O)Nc2ccccc2N)cc1 | 0.0
CC(C)CC#Cc1cnc2c(c1)C(=O)N([C@@H](C)CO)C[C@@H](C)[C@@H](CN(C)Cc1ccccn1)O2 | -8.7
C/C=C/c1ccc2c(c1)O[C@H](CN(C)C(=O)c1ccncc1)[C@H](C)CN([C@H](C)CO)S2(=O)=O | 1.2
CN1CCN(C(=O)C[C@H]2CC[C@H]3[C@H](COc4ccc(NC(=O)c5ccc(F)c(F)c5)cc4C(=O)N3C)O2)CC1 | -1.0
CC(C)NC(=O)Nc1ccc2c(c1)CC(=O)N([C@H](C)CO)C[C@@H](C)[C@H](CN(C)C(=O)Nc1ccc(C(F)(F)F)cc1)O2 | -0.3
COc1ccc(NC(=O)Nc2ccc3c(c2)C(=O)N([C@H](C)CO)C[C@H](C)[C@H](CN(C)C(=O)NC2CCCCC2)OCCCC[C@H](C)O3)cc1 | -0.6
CCCC(=O)N1CC2(C1)CN(Cc1ccc(Cl)cc1)[C@@H](CO)c1[nH]c3cc(OC)ccc3c12 | -1.3
CCC(=O)N1[C@H](CO)[C@@H]2c3ccccc3N(C(=O)c3ccncc3)C[C@@H]21 | -0.3
C[C@@H]1CN([C@H](C)CO)C(=O)c2cc(NC(=O)C3CCCCC3)ccc2O[C@@H](C)CCCCO[C@H]1CN(C)Cc1ccncc1 | -0.3
C[C@H](O)C#Cc1cnc2c(c1)C(=O)N([C@@H](C)CO)C[C@@H](C)[C@@H](CN(C)C(=O)CN1CCOCC1)O2 | -0.2
C[C@H]1CN([C@@H](C)CO)C(=O)c2cc(NS(=O)(=O)c3cn(C)cn3)ccc2O[C@@H]1CN(C)Cc1ccc(Cl)c(Cl)c1 | 0.5
CO[C@H]1CN(C)C(=O)c2cc(NS(=O)(=O)CC(F)(F)F)ccc2OC[C@@H](C)N(Cc2ccccn2)C[C@@H]1C | -7.2
C[C@@H]1CN([C@H](C)CO)C(=O)c2cc(-c3ccccc3F)cnc2O[C@H]1CN(C)Cc1ccccc1 | -0.2
C[C@@H]1CCCCO[C@H](CN(C)Cc2ccc(C(=O)O)cc2)[C@H](C)CN([C@@H](C)CO)C(=O)c2cc(NC(=O)Nc3ccc4c(c3)OCO4)ccc2O1 | -0.6
C[C@@H]1CN([C@H](C)CO)C(=O)c2cc(C3=CCCC3)cnc2O[C@H]1CN(C)Cc1ccccc1 | 0.7
C[C@@H]1CN([C@@H](C)CO)C(=O)Cc2cc(NC(=O)Cn3cnnn3)ccc2O[C@@H]1CN(C)Cc1ccc(-c2ccccc2)cc1 | 0.7
CC(C)NC(=O)Nc1ccc2c(c1)C(=O)N([C@H](C)CO)C[C@H](C)[C@@H](CN(C)Cc1ccccc1)OCCCC[C@@H](C)O2 | -0.5

Source: PubChem (Broad Institute)
